Assay outcomes as filed in PubChem.
APEX1 inh: APE1 (human) endonuclease inhibition; P27695; 350,000 tested, 0.35% active; recombinant APE1, TAMRA/BHQ-2 abasic DNA cleavage fluorescence; AID 2517; Potency, µM (highest dose often 65.8 µM), without a hit: at the top dose activity change, negative = inhibition, hits mostly inhibitors;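 further: potency means the concentration at half of the fitted maximal effect; plate controls were vehicle for no effect and reference inhibitor for full effect; nearly all actives have a fitted effect of over 55% in size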
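APE1 at 0.75 nM preincubated 15 min at room temperature with compound. Reaction then started with 50 nM double-stranded THF-abasic substrate labelled with TAMRA/BHQ-2, and 525/598 nm fluorescence read kinetically. Activity taken as third-minus-first read difference, normalized to DMSO and NSC13755 controls.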
Anesthetic bind: binds horse apoferritin like a general anesthetic. apoferritin/1-aminoanthracene competitive binding, fluorescence. 350,000 tested, 0.074% active. P02791. Potency, µM (titrated, usually from 77.5 µM), without a hit: at the top dose activity change, negative = displacement, hits mostly inhibitors; further: potency means the concentration at half of the fitted maximal effect; on the % scale 0 is the no-effect control and ±100 the full control effect; nearly all actives have a fitted effect of over 20% in size
Target sequence (P02791 2-175 limits assumed): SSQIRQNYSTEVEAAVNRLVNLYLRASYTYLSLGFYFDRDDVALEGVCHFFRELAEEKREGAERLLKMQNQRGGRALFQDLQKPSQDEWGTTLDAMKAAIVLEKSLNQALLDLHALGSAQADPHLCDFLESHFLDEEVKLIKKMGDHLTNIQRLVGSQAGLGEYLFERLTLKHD
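Steps: apoferritin (10 uM) was premixed with half-saturated 1-AMA in PBS, compounds were pin-transferred, plates stood 10 min at room temperature, fluorescence was read at 380/535 nm, and curves were fitted with a Hill equation.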
Glioma ERSR ind: inducers of ER stress response in human glioma cells; U87-MG GRP78 promoter luciferase reporter, 16 h; Potency, µM, for inactives: at the top dose activation, actives largely listed as activators; 420,000 tested, 0.02% active; AID 602332; further: potency means the concentration at half of the fitted maximal effect; series mostly up to about 76 µM; % of control where 0% means no effect; nearly all actives have a fitted effect of over 35% in size
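Stably transfected U87-MG human glioma cells carrying a GRP78-based luminescent sensor were seeded at 1000 cells/well, pin-dosed with compounds and incubated 16 h. Luciferase reagent was then added, and end-point luminescence was read after 10 min at room temperature.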
Pol iota inh: DNA polymerase iota (human) inhibition; Pol iota fluorescent replication assay, 10 min; Potency, µM (top dose mostly 115 µM), for the others: at the top dose activity, negative = inhibition, most hits filed as inhibitors; 390,000 tested, 1% active; further: potency means the concentration at half of the fitted maximal effect
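Fluorescent replication assay read twice, at 0 min and 10 min after adding 50 nM (final) substrate. Enzyme (10 nM) and compounds were first incubated 15 min at room temperature; enzyme-free buffer wells were negative controls.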
POLH inh: DNA polymerase eta (human) inhibition. Q9Y253. recombinant Pol eta, fluorescent DNA replication assay. Potency, µM (top dose mostly 114 µM), without a hit: at the top dose activity change, negative = inhibition, hits mostly inhibitors. 390,000 tested, 1.2% active; further: potency means the concentration at half of the fitted maximal effect; on the % scale 0 is the no-effect control and ±100 the full control effect
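Fluorescent replication assay: 50 nM final substrate added after a 15 min room-temperature compound preincubation with 10 nM enzyme. Signal taken at 0 min and again at 10 min.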
LDHA inh: inhibitors of human lactate dehydrogenase A | activity change, % (values are at about 110 or 230 µM) | 480,000 tested, 0.15% active | purified LDHA, NADH/diaphorase-resazurin fluorescence; hits give low values | P00338; in the data active means activity change below about -30%; inconclusive means mostly about -25% to -30%;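 further: plate controls were DMSO wells for no effect and wells without enzyme for full effect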
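Human LDH5 at 2 nM final in Tris HCl pH 7.4 with 0.06 mM NADH and 0.2 mM pyruvate, reacted 5 minutes at room temperature. Remaining NADH coupled via diaphorase/resazurin; resorufin fluorescence read at 0 and 20 minutes, normalized to enzyme-free and DMSO wells.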
Pol beta inh: inhibitors of human DNA polymerase beta | Pol beta primer extension/strand displacement, fluorescence kinetic | P06746 | 340,000 tested, 1.3% active | Potency, µM (top dose mostly 114 µM), without a hit: at the top dose activity change, negative = inhibition, actives largely listed as inhibitors | AID 485314; further: potency means the concentration at half of the fitted maximal effect; on the % scale 0 is the no-effect control and ±100 the full control effect
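Reaction started by 50 nM substrate onto compound-treated Pol beta (10 nM, 15 min preincubation, room temperature); plates read at 0 min and 10 min. Normalized concentration-effect data fitted by four-parameter Hill equation.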
Pol kappa inh: DNA polymerase kappa (human) inhibition; Potency, µM (highest dose often 107 µM), inactives show at the highest dose activity, negative = inhibition, hits mostly inhibitors; 400,000 tested, 0.53% active; purified Pol kappa, fluorescent DNA synthesis assay, 10 min; further: potency means the concentration at half of the fitted maximal effect; on the % scale 0 is the no-effect control and ±100 the full control effect
Target sequence (Q9UBT6 whole entry, looked up): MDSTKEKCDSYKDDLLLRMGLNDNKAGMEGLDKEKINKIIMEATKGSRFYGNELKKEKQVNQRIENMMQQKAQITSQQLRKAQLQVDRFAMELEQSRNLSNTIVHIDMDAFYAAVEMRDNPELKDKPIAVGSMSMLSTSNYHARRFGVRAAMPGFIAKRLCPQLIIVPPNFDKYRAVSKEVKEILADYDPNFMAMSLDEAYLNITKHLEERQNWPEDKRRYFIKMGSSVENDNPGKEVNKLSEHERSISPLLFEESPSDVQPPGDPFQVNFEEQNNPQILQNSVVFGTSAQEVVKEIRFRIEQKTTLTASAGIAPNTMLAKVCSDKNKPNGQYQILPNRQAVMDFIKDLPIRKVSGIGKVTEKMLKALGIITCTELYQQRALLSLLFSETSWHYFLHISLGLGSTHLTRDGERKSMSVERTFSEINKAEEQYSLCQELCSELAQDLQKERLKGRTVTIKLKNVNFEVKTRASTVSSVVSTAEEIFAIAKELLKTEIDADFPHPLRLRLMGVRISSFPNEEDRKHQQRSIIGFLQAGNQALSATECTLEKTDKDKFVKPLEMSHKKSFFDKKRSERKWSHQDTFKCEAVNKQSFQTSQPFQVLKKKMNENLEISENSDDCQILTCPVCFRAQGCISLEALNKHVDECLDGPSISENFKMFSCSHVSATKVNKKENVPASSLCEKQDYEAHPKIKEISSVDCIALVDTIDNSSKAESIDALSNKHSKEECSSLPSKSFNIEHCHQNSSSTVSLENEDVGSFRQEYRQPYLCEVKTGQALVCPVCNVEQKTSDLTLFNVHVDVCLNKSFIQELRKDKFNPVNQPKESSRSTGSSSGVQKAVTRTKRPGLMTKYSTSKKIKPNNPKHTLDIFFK
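Kinetic fluorescence readout at 0 and 10 min followed reaction start with substrate at 50 nM final. Beforehand, enzyme (10 nM Pol kappa) stood 15 min with compound at room temperature; buffer-only wells were negative controls.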
BLM helicase inh: Bloom syndrome helicase (human) inhibition; recombinant BLM DNA unwinding, fluorescence dequenching; Potency, µM (top dose mostly 56.1 µM), inactives show at the highest dose activity change, negative = inhibition, hits mostly inhibitors; P54132; 350,000 tested, 0.2% active;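 further: potency means the concentration at half of the fitted maximal effect; plate controls were vehicle for no effect and no enzyme for full effect; nearly all actives have a fitted effect of over 35% in size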
An asterisk follows results filed as active; ? = inconclusive; · = no result given; & = joins results of further samples; [ ] = another dose, or the depositor's remark. Unless noted, the call rests on the fitted dose curve; in most records, active means well fitted curve in the direction sought with a large enough effect; inconclusive means small, poorly fitted or top-dose-only effect, or another doubt; inactive means no such curve, though single readings can be large; an effect the other way counts as inactive or inconclusive. The list is partial; rates above refer to the full screens.

entry | structure | APEX1 inh | Anesthetic bind | Glioma ERSR ind | Pol iota inh | POLH inh | LDHA inh | Pol beta inh | Pol kappa inh | BLM helicase inh
1 | CN(CC(=O)Nc1ccc(F)cc1)C(=O)COC(=O)/C=C/c1cccs1 | 22.2% | · | -0.7% | 15.7% | -16.5% | -3.1 | · | -8.5% | ·
2 | O=c1[nH]c2ccccc2c2ccc(Cl)cc12 | · | · | -7.8% | 19.9% | 0.8% | -0.3 | · | -3.2% | ·
3 | O=C(NNC(=O)c1cnccc1C(F)(F)F)c1ccc(Cl)cc1 | -2.4% | -10.1% | -2.6% | -5.3%[58.9 µM] | -4.9% | -1.4 | 36.1%[activator] | -1.0% | -3.2%
4 | Cn1cc(C(=O)NCCc2ccccc2)c(=O)c2cc(S(=O)(=O)N3CCCCC3)ccc21 | · | -16.9% | -2.0% | 9.4% | -9.9% | 1.6 | 0.1% | -1.2% | -1.0%
5 | C1CN(CC23CC4CC(CC(C4)C2)C3)CCO1 | -2.3% | -1.3% | 7.2% | -5.7% | -4.7% | -3.5 | 2.2% | -4.2% | 3.0%
6 | CCCSc1ncccc1C(=O)O | 15.3% | -4.4% | -9.7% | 8.9% | -0.6% | -10.5 | 20.9% | -4.1% | -6.5%
7 | Cc1ccc(N2C(=O)CC(N3CCN(S(=O)(=O)c4ccccc4)CC3)C2=O)c(C)c1 (configuration not stated) | 35.4% | -14.2% | 0.6% | 20.9% | -15.6% | -9.3 | -1.0% | -4.6% | -5.9%
8 | Cc1ccc(Cl)cc1NC(=O)c1ccc2snnc2c1 | · | -4.1% | -2.7% | ? | -16.9% | -3.2 | 0.8% | -22.3% | -0.4%
9 | CC1(C)NC(=O)N(CC(=O)N2CCN(c3cccc(C(F)(F)F)c3)CC2)C1=O | -2.6% | · | -2.6% | 6.9% | -15.2% | 1.1 | · | 1.8% | ·
10 | O=C(OCC(=O)N1CCN(C(=O)c2ccco2)CC1)c1ccccc1C(=O)c1ccc(Cl)cc1 | -0.6% | -21.2% | -4.1% | 10.3% | 8.1% | -2.1 | 27.9% | -3.4% | 4.6%
11 | COc1ccc(-c2nn3c(-c4ccccn4)nnc3s2)cc1OC | 2.5% | -8.5% | 1.1% | 8.9% | 1.2% | -1.4 | 8.2% | 0.8% | -3.7%
12 | CCN(CC)CCCNC(=O)Cn1nc(N2CCN(c3ccccc3OC)CC2)ccc1=O | · | -0.5% | 0.4% | -14.5% | 4.1% | 1.4 | 6.5% | -6.4% | -1.3%

Some of these compounds in order of their number in POLH inh, high to low.
entry	SMILES	Anesthetic bind	Pol iota inh	POLH inh	Pol kappa inh	BLM helicase inh
11	COc1ccc(-c2nn3c(-c4ccccn4)nnc3s2)cc1OC	-8.5%	8.9%	1.2%	0.8%	-3.7%
3	O=C(NNC(=O)c1cnccc1C(F)(F)F)c1ccc(Cl)cc1	-10.1%	-5.3%[58.9 µM]	-4.9%	-1.0%	-3.2%
4	Cn1cc(C(=O)NCCc2ccccc2)c(=O)c2cc(S(=O)(=O)N3CCCCC3)ccc21	-16.9%	9.4%	-9.9%	-1.2%	-1.0%

Carrying on.
entry | structure | APEX1 inh | Anesthetic bind | Glioma ERSR ind | Pol iota inh | POLH inh | LDHA inh | Pol beta inh | Pol kappa inh | BLM helicase inh
13 | Cc1cc(C)cc(NC(=O)Nc2ccc(-n3ccc(C(F)(F)F)n3)cc2)c1 | -2.1% | -17.8% | 2.8% | -21.6% | -8.9% | 0.0 | -1.9% | -8.2% | -4.6%
14 | COC(=O)c1c(NC(=O)CN2CCN(c3ccccc3Cl)CC2)sc(C)c1C | 1.0% | -9.8% | -3.2% | -16.9% | -19.1% | -5.6 | -0.7% | 1.8% | -0.3%
15 | COC(=O)[C@H](C)NC(=O)NC1CCN(Cc2ccccc2)CC1 | 0.5% | -9.8% | -3.1% | -23.1% | -14.6% | -10.3 | -8.1% | 0.0% | -6.4%
16 | Cc1ccccc1NS(=O)(=O)c1ccc(C(=O)N2CCN(c3ccccc3O)CC2)cc1 | -7.8% | -22.8% | -2.8% | -2.7% | -10.4% | 2.4 | -14.4% | -20.9% | -3.9%
17 | COc1cc(OC)c(C(=O)CCCCN2CCC3(CC2)NC(=O)NC3=O)cc1NS(=O)(=O)c1ccc(C(F)(F)F)cc1 | 4.9%&-4.6% | -10.7% | -3.8%&-4.5% | · | · | · | · | 4.3%&-7.8%[19.4 µM] | -0.8%
18 | Clc1ccc2[nH]c3c(NCCN4CCOCC4)ncnc3c2c1 | -1.7% | 0.2% | 4.1% | ? | -6.4% | -11.2 | ? | -25.9% | -2.6%
19 | CCCCCCC1CCC(C(=O)N2CCOCC2)CC1 (configuration not stated) | 10.7% | -22.9% | -0.2% | -2.2% | -14.0% | -5.7 | 14.1% | -9.0% | -12.5%
20 | Fc1ccc(-c2nc(-c3cccs3)no2)cc1 | -5.4% | -6.8% | -2.0% | ? | -19.0% | -2.6 | 16.9% | 1.2% | -0.8%
21 | Cc1noc(C)c1COc1ccc(C(=O)OCC(=O)c2ccc3c(c2)OCCO3)cc1 | 2.7% | -18.5% | 0.5% | ? | -13.3% | -0.3 | 1.0% | 5.2% | -2.8%
22 | C[C@H]1CN(Cc2ccccc2)C(=O)[C@@H]1CC(=O)NCc1ccccc1 | 40.3% | -4.2% | 1.6%&-2.8% | 13.7%&15.1% | 5.6% | 1.9 | 2.8% | 1.5%&11.5% | 0.1%
23 | CCOC(=O)C(C(=O)OCC)C1CS(=O)(=O)CC1C(C(=O)OCC)C(=O)OCC (configuration not stated) | 1.5% | -5.5% | -3.7% | 0.0% | -2.5% | -9.7 | 2.0% | -19.3% | 3.4%
24 | CCCCn1c(C2CCCCC2)nc2cc3[nH]c(=O)c(C(C)C)nc3cc21 | 25.8% | -2.2% | -5.3% | 122.2%[activator] | -23.1% | 12.0 | 1.4% | -12.2% | -7.9%
25 | Cc1nc([N+](=O)[O-])c(Br)n1CC(=O)c1ccc(F)cc1 | 0.6% | -7.2% | -13.6% | 10.5% | -14.4% | -2.0 | 21.1% | -5.9% | -2.9%
26 | NS(=O)(=O)c1ccc(CCNC(=O)c2cc([N+](=O)[O-])ccc2N2CCOCC2)cc1 | 21.3% | · | -3.9% | -7.3% | -0.1% | 0.7 | · | 5.1% | ·
27 | CCOC(=O)N1CCC(NC(=O)C2CCN(C(=O)N3CCOc4ccccc43)CC2)CC1 | -5.6% | -6.9% | -4.4% | 7.6% | 6.1% | -3.2 | 21.8% | -12.7% | 5.4%
28 | O=C(O)c1ccccc1C(=O)c1cccc2ccccc12 | -4.0% | 1.5% | -6.1% | 171.4%[activator] | -19.0% | -2.1 | 32.4% | 7.1% | -1.3%
29 | Cc1ccc(NC(=O)[C@@H](c2ccccc2)N2Cc3ccccc3C2=O)cc1F | · | -1.6% | -0.7% | -8.7% | -13.8% | -0.4 | 13.0% | -1.8% | -12.8%
30 | Cc1c(C(=O)Nc2ccncc2)sc2nc(-c3ccccc3)cn12 | -6.6% | -2.8% | -5.0% | ? | ? | -4.3 | ? | -0.3% | -13.4%
31 | COc1ccc(C2NC(=O)CCC2[N+](=O)[O-])c(OC)c1OC (configuration not stated) | 5.9% | -2.2% | -2.6% | 33.2%[activator] | -18.6% | -0.1 | 14.3% | 4.9% | -6.2%
32 | CCOC(=O)C1=C(C)OC(N)=C(C#N)C1c1cc2c(cc1Br)OCO2 (configuration not stated) | -5.2% | ? | -6.1% | -0.5% | -16.1% | 2.9 | ? | -21.0% | -13.4%
33 | Cc1ccc2nc(-c3ccc(-c4cccc(Cl)c4)cc3)c(NCc3ccccc3)n2c1 | 52.1%[activator] | · | 4.0% | ? | -10.5% | -1.8 | · | -11.9% | ·
34 | O=C(/C=C/c1ccccc1)Nc1cc(-c2nc3ccccc3o2)ccc1Cl | · | 2.5% | · | -1.7% | · | -3.8 | 26.4% | -1.5% | -1.0%
35 | CCOc1ccccc1N1CC(C(=O)N2CCc3ccccc32)CC1=O (configuration not stated) | -0.5% | -12.1% | -4.3% | -2.6% | -9.4% | -3.5 | 6.7% | -5.6% | -1.2%
36 | Cc1cc(NC(=O)c2noc3c2CCCC3)nn1Cc1ccc(Cl)cc1 | -4.7% | ? | -0.5% | 10.7% | -15.2% | -1.4 | -11.1% | -3.2% | -13.1%
37 | Cc1cccn2c(=O)nc(SCC(=O)N3CC(C)OC(C)C3)nc12 (configuration not stated) | -4.8% | · | -0.1% | 53.4%[activator] | -18.3% | -3.0 | · | -5.1% | ·
38 | Cc1ccc(N(CC(=O)NC2CCCCC2C)S(=O)(=O)c2c(C)nn(C)c2C)cc1 (configuration not stated) | 4.1% | -3.4% | 5.7% | 26.0% | -20.3% | 0.6 | 14.5% | -4.7% | -0.3%
39 | Cc1ccc(OCC(=O)Nc2ccc(C)c(S(=O)(=O)N3CCCCCC3)c2)c([N+](=O)[O-])n1 | -2.7% | ? | -2.8% | 109.2%[activator] | -3.7% | -3.2 | -1.4% | -21.4% | -7.2%
40 | CSc1nnc(C)c(=O)n1COC(=O)COc1ccccc1C | 2.8% | -7.6% | 11.6% | 1.8% | -16.8% | -5.0 | ? | -3.6% | -3.1%
41 | NC1=NC2(CCCCC2)N=C(Nc2ccc(F)cc2F)N1 | -2.0% | -6.5% | -4.9% | 21.1% | -15.3% | 1.0 | -6.0% | -1.8% | 1.3%
42 | CC(C)n1cnc2c(Nc3cccc(F)c3)nc(NCCO)nc21 | 0.7% | -1.9% | 1.2% | 11.9% | -10.3% | -0.3 | -2.9% | 15.7% | -3.1%
43 | COc1cc2cnc(-c3ccsc3)cc2cc1OC | 10.7% | · | 3.4% | 21.0% | -5.8% | -2.4 | · | 0.1% | ·
44 | O=C(c1ccco1)N1CCCN(Cc2cn[nH]c2-c2ccc(-c3ccccc3)cc2)CC1 | 7.9% | -16.0% | -1.4% | 107.8%[activator] | -25.8% | -5.9 | 2.1% | -3.7% | -3.2%
